Assay outcomes: PubChem BioAssay, National Center for Advancing Translational Sciences (NCATS)
Menin MLL FP TR – inhibitors of human menin-MLL interaction, mutant MLL peptide; O00255; Menin + Texas Red MLL mutant peptide, fluorescence polarization; Potency, µM (highest dose often 61.6 µM), inactives show at the highest dose FP activity change, negative = inhibition, hits mostly inhibitors; AID 1768; 0.23% of 270,000 active; active = well fitted inhibition curve with a large enough effect in the polarisation, with a control signal flat, not every such curve was filed as active; inconclusive = small, poorly fitted or top-dose-only effect, or effect the other way, or a change in a side signal; inactive = no such curve, though single readings can be large or run the other way; the % refers to the polarisation; also: potency is read from the fitted curve at half-maximal effect; % of control where 0% means no effect; many of its hits are not listed in these tables
PKM2 act – increases activity of human pyruvate kinase M2 | P14618 | purified PKM2, Kinase-Glo ATP luminescence, activation; response scale: 0% is enzyme alone, no compound | Potency, µM (titrated, usually from 57.5 µM), without a hit: at the highest dose activation, most hits filed as activators | 0.34% of 260,000 active | AID 1631; also: potency is read from the fitted curve at half-maximal effect; % is scaled to controls: 0 for no effect and ±100 for the full control effect; nearly all actives have a fitted effect of over 55% in size
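ATP formation by purified human PK-M2, quantified via coupled luciferase luminescence after 1 h at room temperature with 0.1 mM ADP and 0.5 mM PEP final.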
GALK inh – blocks human galactokinase activity; P51570; Purified GALK, Kinase-Glo residual ATP luminescence; Potency, µM (titrated, usually from 57.5 µM), inactives show at the highest dose activity change, negative = inhibition, most hits filed as inhibitors; 0.007% of 270,000 active; AID 1868; also: potency is read from the fitted curve at half-maximal effect; % is scaled to controls: 0 for no effect and ±100 for the full control effect
Target sequence (P51570 whole entry, looked up): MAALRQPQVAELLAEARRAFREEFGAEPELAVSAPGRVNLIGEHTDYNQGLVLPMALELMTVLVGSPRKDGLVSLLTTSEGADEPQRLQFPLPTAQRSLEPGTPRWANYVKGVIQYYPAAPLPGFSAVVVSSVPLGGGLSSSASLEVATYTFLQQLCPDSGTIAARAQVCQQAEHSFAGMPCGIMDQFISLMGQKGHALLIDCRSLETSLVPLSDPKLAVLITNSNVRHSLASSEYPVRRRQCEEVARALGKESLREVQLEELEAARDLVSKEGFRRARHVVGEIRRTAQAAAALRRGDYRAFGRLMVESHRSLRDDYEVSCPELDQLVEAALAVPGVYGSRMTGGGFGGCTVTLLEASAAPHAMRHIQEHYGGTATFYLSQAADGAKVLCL
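Galactose (100 uM) and ATP (35 uM) were turned over by 5 nM GALK for 1 h at RT. Kinase-Glo Plus then converted the remaining ATP into a luminescent signal.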
hERG WT inh – blocks the wildtype human KCNH2 potassium channel. Q12809. U2OS, BacMam KCNH2, thallium flux FluxOr; stronger effect = lower value. activity change, % at 1.84 µM. 0.37% of 340,000 active;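 active = maximum activity change below -70%; inconclusive = maximum activity change between -70% and -50%; inactive = maximum activity change above -50%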; also: % is scaled to controls: 0 for no effect and ±100 for the full control effect
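U2OS cells transduced with wild-type KCNH2 virus are loaded with FluxOr dye for 45 min, and thallium flux is measured in kinetic reads before and after stimulation buffer. Rate constants are normalized to DMSO controls.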
USP2a block – USP2a (human) protease inhibition; O75604; USP2 core, Ub-CHOP2 coupled fluorogenic reporter, 485/531; Potency, µM (doses to about 38.3 µM), without a hit: top-dose activity change, negative = inhibition, actives largely listed as inhibitors; 0.01% of 330,000 active; AID 463254;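 also: potency is read from the fitted curve at half-maximal effect; plate controls were DMSO wells for no effect and full inhibition by NEM control for full effect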
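Deubiquitinase activity read as fluorescence (485/531 nm) after Ub-CHOP2 cleavage activates the enterokinase reporter on its substrate; USP2 core 10nM, Ub-CHOP2 and substrate 25nM each, 30min compound preincubation then 60min RT; data normalized to NEM, curves fitted.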
BCR signal inh – blocks chronic active B-cell receptor signaling; ABC-DLBCL IkBa-CBG/CBR reporter, luminescence ratio, 4 h; Potency, µM (highest dose often 46.1 µM), for the others: top-dose ratio change, negative = lower green/red ratio, actives largely listed as inhibitors; 0.05% of 340,000 active; active = well fitted inhibition curve with a large enough effect in the signal ratio, with a control signal flat, not every such curve was filed as active; inconclusive = small, poorly fitted or top-dose-only effect, or effect the other way, or a change in a side signal; the % refers to the signal ratio;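 also: potency is read from the fitted curve at half-maximal effect; plate controls were basal doxycycline-induced cells for no effect and cells given 10 µM MG132 for full effect; MG132 reads +100%, hits lower the ratio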
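Doxycycline induced both beetle luciferases in TMD8 lymphoma cells; IKK-driven degradation limits the IkappaBalpha-fused green signal, while red luminescence normalises for cell number and nonspecific effects. Compounds tested up to 46 uM, 4 hrs.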
Mito fusion yeast – blocks mitochondrial division or promotes mitochondrial fusion | S. cerevisiae fusion-defective mutant growth rescue, CellTiterGlo 48 h | Potency, µM (titrated, usually from 46.1 µM), for inactives: top-dose growth rescue (activation), actives largely listed as activators | 0.23% of 320,000 active;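 also: potency is read from the fitted curve at half-maximal effect; % of control where 0% means no effect; nearly all actives have a fitted effect of over 45% in size; temperature-sensitive fusion mutants such as fzo1-1 at 37 °C on non-fermentable ethanol glycerol medium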
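S. cerevisiae fusion-defective temperature-sensitive mutants (e.g. fzo1-1, mgm1-5) grown 48 h at 37C in YPEG (ethanol/glycerol non-fermentable) medium with 23 nl compound per well; growth rescue read as CellTiterGlo luminescence.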
TSHR antagonist – human thyrotropin receptor antagonism. P16473. activity change, negative = inhibition, % at 11.5 µM. TSHR-expressing cells, TSH-stimulated cAMP HTRF, 2 h; stronger effect = lower value. 0.2% of 330,000 active;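 active = activity change below a set negative limit, meaning inhibition stronger than a set level, cut at about -70% in these data; inconclusive = activity change between two set negative limits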; also: % is scaled to controls: 0 for no effect and ±100 for the full control effect
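Antagonism was scored as loss of TSH-driven cAMP in TSHR cells, stimulated with 4nM TSH (EC80) for 2 hours at 37 deg C and detected by homogeneous HTRF competition immunoassay.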
Eya2 phos inh – blocks the phosphatase activity of human Eya2. O00167. recombinant Eya2, OMFP fluorescence dephosphorylation (OMFP is methylfluorescein phosphate). Potency, µM (titrated, usually from 76.9 µM), without a hit: top-dose activity, negative = inhibition, usual class: inhibitors. 0.006% of 330,000 active. AID 488837; also: potency is read from the fitted curve at half-maximal effect; % is scaled to controls: 0 for no effect and ±100 for the full control effect
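Eya2 (0.2 uM) preincubated 10 min at ambient with compound, then OMFP substrate added at 50 uM; 10 min reaction in 50 mM HEPES pH 7.5, 50 mM NaCl, 5 uM MgCl2, 0.05% BSA, 1 mM DTT. Fluorescence read at Ex 485/Em 525 nm.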
MBNL1-CUG inh – MBNL1-poly(CUG) RNA binding inhibition. 0.036% of 280,000 active. Q9NR56. Potency, µM (titrated, usually from 57.5 µM), for the others: at the highest dose activity change, negative = inhibition, actives largely listed as inhibitors. TR-FRET MBNL1-His/biotin-(CUG)12 binding, 665/545 ratio; active = well fitted inhibition curve with a large enough effect in the signal ratio, with a control signal flat, not every such curve was filed as active; inconclusive = small, poorly fitted or top-dose-only effect, or effect the other way, or a change in a side signal; inactive = no such curve, though single readings can be large or run the other way; the % refers to the signal ratio; also: potency is read from the fitted curve at half-maximal effect; % is scaled to controls: 0 for no effect and ±100 for the full control effect
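Compound titration spanned 92 nM–58 uM against the MBNL1-His/biotin-(CUG)12 complex. After 60 min at room temperature with 5 nM streptavidin-XL665 and 0.055 ng/ul terbium anti-His, ratiometric 665/545 nm emission (Ex 340 nm) normalized to controls.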
ASM inhibitor – human S-ASM enzyme inhibition; P17405; placental ASM, HMU-PC fluorogenic substrate, 60 min; Potency, µM (highest dose often 57.5 µM), without a hit: at the highest dose activity change, negative = inhibition, hits mostly inhibitors; 0.006% of 340,000 active; AID 504937; also: potency is read from the fitted curve at half-maximal effect
Target sequence (P17405 47-631 limits assumed): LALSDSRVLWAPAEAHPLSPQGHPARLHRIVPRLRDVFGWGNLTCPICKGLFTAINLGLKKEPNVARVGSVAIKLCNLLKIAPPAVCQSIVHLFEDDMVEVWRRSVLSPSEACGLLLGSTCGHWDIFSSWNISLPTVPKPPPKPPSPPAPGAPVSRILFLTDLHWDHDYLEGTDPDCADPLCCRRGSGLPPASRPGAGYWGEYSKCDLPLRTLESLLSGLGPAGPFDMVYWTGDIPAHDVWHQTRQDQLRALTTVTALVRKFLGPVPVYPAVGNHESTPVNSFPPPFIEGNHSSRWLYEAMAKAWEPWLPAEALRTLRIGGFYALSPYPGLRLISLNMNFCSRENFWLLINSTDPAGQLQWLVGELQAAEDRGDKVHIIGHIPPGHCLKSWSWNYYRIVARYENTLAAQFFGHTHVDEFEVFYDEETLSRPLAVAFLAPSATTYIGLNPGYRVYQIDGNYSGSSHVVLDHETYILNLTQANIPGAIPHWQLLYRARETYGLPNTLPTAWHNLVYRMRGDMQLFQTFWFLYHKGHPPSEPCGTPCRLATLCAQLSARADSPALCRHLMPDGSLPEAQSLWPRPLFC
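qHTS format. ASM enzyme prepared from human placenta hydrolyses the fluorogenic substrate HMU-PC0 (9 uM final) over 60 min at 37 °C after a 10 min compound preincubation.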
* = called active by the depositor; i = inactive; u = inconclusive; x = no result given; [ ] = remark or other dose. Unless noted, calls follow the shape of the dose curve; as a rule, active = well fitted curve in the direction sought with a large enough effect; inconclusive = small, poorly fitted or top-dose-only effect, or another doubt; inactive = no such curve, though single readings can be large; an effect the other way counts as inactive or inconclusive. The list is partial; the hit share may differ from the screen's.

SMILES	Menin MLL FP TR	PKM2 act	GALK inh	hERG WT inh	USP2a block	BCR signal inh	Mito fusion yeast	TSHR antagonist	Eya2 phos inh	MBNL1-CUG inh	ASM inhibitor
COC(=O)c1ccc(NC(=O)COc2ccc(C3C(C#N)=C(N)Oc4c3ccc3ccccc43)cc2OC)cc1 (configuration not stated)	u	-1%	x	-1	3%	17%	3%	-2	3%	2%	-1%
Cc1ccnc(NC(=O)c2ccc(S(=O)(=O)c3ccccc3)cc2)c1	22%	-1%	-1%	-42	0%	u	22%	11	-8%	-4%	-1%
COc1ccc(CCNC(=O)C2CCN(S(=O)(=O)N3CC(C)CC(C)C3)CC2)cc1OC (configuration not stated)	-18%	1%	-1%	-16	0%	u	0%	-12	-15%	-5%	1%
Cc1sc2ncn(CC(=O)NCC3COc4ccccc4O3)c(=O)c2c1S(=O)(=O)N1CCCCC1 (configuration not stated)	14%	5%	-4%	-8	0%	5%	6%	0	-21%	5%	3%
O=[n+]1c2c(n([O-])c3cc(F)c(F)cc31)CCCC2	6%	0%	-1%	-24	-1%	8%	-1%	3	8%	u	0%
Cc1nc(-n2cc(F)c(=O)[nH]c2=O)c2nc(C)oc2n1	10%	2%	0%	-7	-1%	8%	-3%	10	-11%	-6%	1%
COc1cc2ncnc(NCc3ccccc3F)c2cc1OC	-1%	x	4%	8	-1%	u	1%	-2	17%	-9%	0%
CCOc1ccc(NC(=O)CN(C)CC(=O)Nc2ccccc2C#N)cc1OCC	-19%	-1%	2%	0	3%	0%	-3%	6	2%	-7%	1%
CCOC(=O)C1=C(COC(=O)CSc2ccc(Br)cc2)NC(=O)NC1C (configuration not stated)	x	x	x	1	0%	1%	0%	-5	1%	x	x
COc1cccc(-c2cc(C(=O)Nc3ccccc3SC)no2)c1	u	0%	2%	1	3%	u	0%	-10	13%	4%	-2%
CN(C(=O)COC(=O)Cc1c(F)cccc1Cl)c1c(N)n(Cc2ccccc2)c(=O)[nH]c1=O	x	x	x	-4	1%	-1%	-3%	-2	3%	x	-1%
S=c1[nH]c2ccc(Cc3ccc4[nH]c(=S)[nH]c4c3)cc2[nH]1	u	-23%	8%	-5	1%	1%	-1%	1	0%	62%[activator]	5%
COc1ccc(OC)c(NC(=O)[C@@]2(CC(=O)O)CC(/C=C/c3ccccc3)=NO2)c1	13%	x	x	-6	0%	9%	-26%	1	14%	2%	4%
Cc1ccc(CNc2ncc(-c3ccc4c(c3)OCO4)n2C)cc1	-5%	6%	5%	3	-7%	u	-5%	10	-8%	10%	1%
O=[N+]([O-])c1ccc(Cn2cc(-c3cccc(C(F)(F)F)c3)nn2)cc1	36%[activator]	-6%	x	2	-4%	18%	14%	-17	-17%	u	-12%
CCC(c1nnnn1CCc1ccccc1)N(Cc1ccco1)Cc1cc2cccc(C)c2[nH]c1=O (configuration not stated)	1%	0%	0%	2	3%	u	u	2	-7%	3%	-6%
COc1ccc(C2CC(=O)N(C)c3ccccc3S2)cc1OC (configuration not stated)	-14%	-9%	1%	i	0%	u	u	-3	7%	8%	4%
CCC(C(=O)NCc1ccco1)n1nc(C)n2c(cc3occc32)c1=O (configuration not stated)	-4%	x	3%	2	8%	0%	1%	-1	1%	2%	9%
C=CCOc1cccc(C2/C(=C(\O)c3ccc(F)cc3)C(=O)C(=O)N2CCN(C)C)c1 (configuration not stated)	6%	0%	-1%	-2	-1%	-11%	-4%	6	6%	15%	4%
CCc1c(C(=O)OC)nnc2cc(C)nn12	-2%	-2%	1%	-1	7%	6%	0%	2	-2%	u	-1%
OCCCNC(=S)Nc1ccc(Nc2ccccc2)cc1	-2%	2%	1%	-6	2%	3%	-1%	0	5%	-6%	-1%
COC(=O)c1ccc(/C=C/C(=O)OCC(=O)c2ccc[nH]2)cc1	x	x	x	1	1%	0%	x	-4	6%	x	-3%
CC(=O)Nc1ccc(S(=O)(=O)NNC(=O)COc2cccc3ccccc23)cc1	-4%	0%	-3%	1	-1%	2%	-2%	-5	6%	-29%	6%
CC(=O)NC1=NN(C(C)=O)C(C)(c2cccc([N+](=O)[O-])c2)S1 (configuration not stated)	-1%	-6%	7%	-3	-1%	-2%	-6%	-1	-1%	u	0%
CCCNC(=O)c1ccc(SCC(=O)N(CC)CC)c([N+](=O)[O-])c1	-5%	-9%	0%	5	1%	1%	-1%[9.22 µM]	-1	-3%	u	-2%
The list goes on.
SMILES	Menin MLL FP TR	PKM2 act	GALK inh	hERG WT inh	USP2a block	BCR signal inh	Mito fusion yeast	TSHR antagonist	Eya2 phos inh	MBNL1-CUG inh	ASM inhibitor
O=C(Oc1ccc[nH]c1=O)c1cc([N+](=O)[O-])cc([N+](=O)[O-])c1	-26%	-1%	-5%	14	6%	-1%	-1%	13	5%	u	-7%
CC1CCCN(S(=O)(=O)c2ccc(NC(=O)CCN3C(=O)c4ccccc4C3=O)cc2)C1 (configuration not stated)	13%	2%	1%	3	1%	1%	2%	12	11%	7%	-2%
CNC(=S)N1CCc2cc(OC)c(OC)cc2C1COc1ccc(OC)cc1 (configuration not stated)	24%	1%	1%	3	1%	u	-5%	-2	-4%	-6%	-2%
CCOc1cc(-n2ncc(C#N)c2N)nc(SC)n1	18%	0%	0%	-1	-2%	-3%	6%	1	0%	-4%	-1%
O=C(C1CC1(c1ccccc1)c1ccccc1)N1CCOCC1 (configuration not stated)	7%	0%	-2%	-1	0%	6%	1%	-3	-3%	-13%	0%
CCC(C)(C(=O)NC1CCCCC1)N(Cc1ccco1)C(=O)c1cnccn1 (configuration not stated)	-13%	7%	0%	1	-1%	15%	2%	7	10%	7%	4%
CCN(CC)CCN(C(=O)CCS(=O)(=O)c1ccccc1)c1nc2c(C)cc(C)cc2s1	-7%	7%	6%	12	1%	11%	-3%	3	-9%	-2%	-15%
COc1ccc(C)cc1N(CC(=O)N1CCCC1)S(=O)(=O)c1ccccc1	u	4%	-2%	-8	0%	5%	2%	18	5%	-20%	2%
CN1c2ccccc2C(O)=C(C(=S)Nc2ccc(Cl)cc2)S1(=O)=O	u	-4%	-6%	-8	1%	u	10%	-31	-8%	-9%	10%
Cc1ccc(C(=O)Nc2ccc3cn[nH]c3c2)cc1S(=O)(=O)N1CCOCC1	0%	-6%	-1%	-5	1%	-4%	-5%	-2	2%	0%	-3%
O=C(NCc1ccc(/C=c2\sc3n(c2=O)CCN=3)o1)C(=O)Nc1ccccc1	u	20µM*	3%	x	-2%	-15%	19%	7	1%	16%	x
CC(C)(C)CN1CCNC(=O)C1CC(=O)NCc1cccc(-n2cccn2)c1 (configuration not stated)	-15%	16%	2%	-10	-1%	0%	2%	21	6%	-20%	0%
Cc1cccc(N2C(=O)SC(SC(=Nc3ccccc3)Nc3ccccc3)C2=O)c1 (configuration not stated)	3%	-14%	0%	2	-5%	u	9%	4	-4%	1%	-2%
O=C(Nn1c(C2CC2)nc2ccccc2c1=O)c1ccco1	19%	-6%	0%	6	0%	-3%	-7%	4	17%	-4%	3%
Nc1cc(=O)[nH]c(SCC(=O)Nc2ccc(S(=O)(=O)N3CCCCC3)cc2)n1	48%[activator]	-4%	-1%	-11	3%	-5%	2%	7	-20%	-19%	4%
O=C(Nc1nc(-c2ccco2)c(-c2ccco2)s1)c1ccco1	x	x	x	-27	2%	u	20%	-10	3%	x	x
COc1ccc(OC)c(CCNC(=O)CCc2nnc3ccc(N4CCCC4)nn23)c1	x	x	1%	5	0%	4%	-3%	1	15%	5%	3%
Cc1noc(C)c1COC(=O)Cn1c(C)nc2ccccc21	-2%	7%	0%	27	-1%	-9%	0%	-4	15%	0%	4%
Cc1ccc(S(=O)(=O)NCC(c2ccco2)N2CCc3ccccc32)cc1 (configuration not stated)	x	x	x	3	4%	-5%	u	-16	-20%	x	-5%
O=S1(=O)CCC(NC(=S)SCCOc2ccccc2)C1 (configuration not stated)	9%	5%	0%	-10	1%	-17%	-6%	-11	-11%	-5%	-3%
